All columns: NCI-60 one-dose screen, growth in % after 48 h at 10 µM unless noted; 100 = growth as untreated, 0 = no growth, -100 = all killed.
EKVX: EKVX NSCLC; 71,000 compounds, 3% hits
RPMI-8226: RPMI-8226 leukemia cells; 77,000 compounds, 7.5% hits
CCRF-CEM: CCRF-CEM leukemia; 77,000 compounds, 7% hits; AID 1794778
HOP-62: HOP-62 NSCLC; 80,000 compounds, 3.9% hits; AID 1794735
HOP-92: HOP-92 NSCLC cells; 71,000 compounds, 6.3% hits; AID 1794738
MOLT-4: MOLT-4 leukemia cells. 80,000 compounds, 6.9% hits. AID 1794779
SR: SR leukemia cells. 73,000 compounds, 8.7% hits
K-562: K-562 leukemia; 78,000 compounds, 7.4% hits; AID 1794777
The depositor's hits bear a star; · = not tested or not shown. The calls were made as follows: active = growth percent below 10; inactive = the rest.

Field names: A = EKVX; B = RPMI-8226; C = CCRF-CEM; D = HOP-62; E = HOP-92; F = MOLT-4; G = SR; H = K-562
COc1ccc(CN=C(N)N=C(N)N)cc1OC
  A: 94.5	B: 92.8	C: 95.2	D: 111.1	E: 90.6	F: 95.6	G: 99.8	H: 111.3
O=C(COc1ccc(-c2nc3cc(Cl)c(Cl)cc3[nH]2)cc1)N=Nc1c(O)[nH]c2ccccc12
  A: ·	B: 8.8*	C: 16.1	D: 50.1	E: -33.3*	F: 27.0	G: 9.9*	H: 10.8
Cc1cc(N)ccc1-c1ccc(N)cc1C
  A: 106.2	B: 108.3	C: 104.9	D: 89.9	E: 47.6	F: 102.7	G: 95.2	H: 106.2
CCOC(=O)CCCCc1ccc(C(=O)CCC(=O)O)cc1
  A: 103.5	B: 102.7	C: 95.4	D: 93.8	E: 102.4	F: 66.7	G: 92.9	H: 91.7
O=C(NCc1ccccc1)C(O)C(Cc1ccccc1)N(Cc1ccccc1)Cc1ccccc1 (stereo unspecified)
  A: 65.7	B: 64.3	C: 55.4	D: 88.1	E: 81.3	F: 46.2	G: 71.0	H: 62.1
CC1=C(NCCN2CCCC2)C(=O)c2c(OCc3ccccc3)cccc2C1=O
  A: ·	B: 81.9	C: 86.7	D: 97.7	E: 74.2	F: 97.6	G: 90.3	H: 89.5
CC(=O)Oc1c(C(C)C)cccc1C(C)(C)C
  A: 106.4	B: 108.8	C: 114.7	D: 100.4	E: 111.9	F: 98.3	G: 94.6	H: 91.6
Cc1ccc(S(=O)(=O)Oc2ccc(NC(=O)C3CCCCCC3)cc2)cc1
  A: 94.0	B: 78.4	C: 74.2	D: 97.7	E: 87.1	F: 71.0	G: 74.4	H: 44.7
COc1ccc(-c2cc(-c3ccc(OC)c(OC)c3)nc(SCCCC(=O)O)n2)cc1
  A: 94.7	B: 96.6	C: 108.6	D: 93.2	E: 84.5	F: 90.4	G: 92.0	H: 98.3
Nc1c(Cl)cc2c(c1Br)C(=O)c1ccccc1C2=O
  A: 60.2	B: 98.3	C: 96.2	D: 101.2	E: 125.1	F: 87.8	G: 78.4	H: 83.5
Cc1ccc(CN(Cc2ccc(-c3ccccc3S(C)(=O)=NC#N)cc2)C(=O)c2ccccc2Cl)cc1 (stereo unspecified)
  A: 54.5	B: 46.8	C: 65.5	D: ·	E: 46.2	F: 58.0	G: 47.5	H: 51.9
CC(C)C[C@H](NC(=O)Cn1ccc2ncccc2c1=O)B(O)O
  A: ·	B: 100.3	C: 102.9	D: 99.6	E: 117.8	F: 101.2	G: 99.1	H: 98.6
CCCNc1ncc2ncn(CCC)c2n1
  A: 121.5	B: 103.0	C: 95.6	D: 113.4	E: ·	F: 103.8	G: ·	H: 113.0
Cc1cccc2c(=O)n3c(cc12)-c1[nH]c2ccccc2c1CC3
  A: 91.1	B: 89.4	C: 94.8	D: 75.2	E: 90.5	F: 92.1	G: 88.9	H: 97.7
CCCCCCCCCCCCNCCC#N
  A: 93.1	B: ·	C: 88.8	D: 101.0	E: 67.8	F: 66.6	G: 65.5	H: 79.8

Other structures
Field names: A = EKVX; B = RPMI-8226; C = CCRF-CEM; D = HOP-62; E = HOP-92; F = MOLT-4; G = SR; H = K-562
O=[N+]([O-])c1ccc(N2CCCC(n3cccc3)C2)c([N+](=O)[O-])c1 (stereo unspecified)
  A: ·	B: 101.5	C: 93.7	D: 100.3	E: 93.4	F: 96.5	G: 93.9	H: 84.9
Cc1cn(C(C=O)OC(C=O)CO)c(=O)[nH]c1=O (stereo unspecified)
  A: ·	B: 106.8	C: 98.4	D: 102.4	E: 103.7	F: 103.9	G: 93.9	H: 103.6
N#Cc1c(-c2cccs2)cc(-c2ccccn2)[nH]c1=O
  A: 102.9	B: 94.2	C: 98.3	D: 85.6	E: 103.9	F: 99.6	G: 90.8	H: 96.6
C/C(=N\Nc1nc2ccccc2s1)c1ccncn1
  A: 22.7	B: -26.4*	C: 6.0*	D: 41.3	E: ·	F: 2.9*	G: 17.8	H: 0.4*
O=Cc1cncc(-c2ccc3ncnc(N4CCc5cc(F)c(Cl)cc54)c3c2)c1
  A: 0.9*	B: 15.4	C: 16.6	D: 51.9	E: -4.6*	F: -30.6*	G: -4.7*	H: 35.5
Cc1ccc(N)c(C(=O)O)c1
  A: 96.4	B: 121.0	C: 107.3	D: 92.7	E: 103.0	F: 108.5	G: 103.2	H: 97.9
COc1ccc(-c2cn3c(ccc4ccccc43)n2)cc1
  A: 72.1	B: 92.1	C: 99.2	D: 80.6	E: 92.1	F: 113.0	G: 102.0	H: 94.7
COc1ccc(-c2nnc(SCC(=O)NNC(=O)c3cc(OC)c(OC)c(OC)c3)o2)cc1
  A: 96.7	B: 96.9	C: 95.0	D: 81.6	E: 100.6	F: 89.0	G: ·	H: 76.7
Clc1cc2nc(-c3cc(-c4ccc5c(c4)OCO5)n[nH]3)[nH]c2cc1Cl
  A: ·	B: 42.9	C: ·	D: 89.6	E: 74.7	F: ·	G: 47.6	H: 27.4
CCOC(=O)COc1ccc(/C(CC)=C(/CC)c2ccc(OCC(=O)OCC)cc2)cc1
  A: 104.9	B: 112.8	C: 129.2	D: 103.9	E: 84.3	F: 104.4	G: 94.7	H: 106.1
COC(=O)C1=Nc2ccc(F)cc2/C1=C\c1sc(N)nc1O
  A: 91.2	B: 105.9	C: 95.7	D: 94.0	E: 107.4	F: 69.7	G: 70.8	H: 88.8
CC(C)(C)C1=CC(=C2C=C(C(C)(C)C)C(=O)C(C(C)(C)C)=C2)C=C(C(C)(C)C)C1=O
  A: 80.5	B: 101.3	C: 92.7	D: 84.4	E: 89.5	F: 93.8	G: ·	H: 81.6
Cc1nn(-c2ccccc2)cc1/C=N/Nc1nc(Nc2ccccc2)nc(Nc2ccc(S(N)(=O)=O)cc2)n1
  A: 18.8	B: -23.1*	C: 8.9*	D: 9.4*	E: -13.0*	F: 6.4*	G: 33.6	H: 9.6*
C=CC[C@]1(c2ccccc2)C(=O)C(=O)N(Cc2ccc(OC)cc2OC)[C@H]1c1ccc(C(F)(F)F)cc1
  A: 49.3	B: 30.9	C: 91.7	D: 90.7	E: 45.7	F: 38.6	G: 55.1	H: 58.3
CCC#CC[C@H](O)C/C=C1/C(=O)C=C[C@@H]1C/C=C\CCCC(=O)OC
  A: 23.7	B: -13.6*	C: -8.8*	D: -8.3*	E: 35.8	F: 1.2*	G: -8.4*	H: ·

Complete entries from above.
Cc1cc(N)ccc1-c1ccc(N)cc1C is listed as EKVX = 106.2; RPMI-8226 = 108.3; CCRF-CEM = 104.9; HOP-62 = 89.9; HOP-92 = 47.6; MOLT-4 = 102.7; SR = 95.2; K-562 = 106.2
CCCCCCCCCCCCNCCC#N is listed as EKVX = 93.1; RPMI-8226 = ·; CCRF-CEM = 88.8; HOP-62 = 101.0; HOP-92 = 67.8; MOLT-4 = 66.6; SR = 65.5; K-562 = 79.8

Following part
Field names: A = EKVX; B = RPMI-8226; C = CCRF-CEM; D = HOP-62; E = HOP-92; F = MOLT-4; G = SR; H = K-562
C=CCCCCCCCCC(=O)OCCCC
  A: ·	B: 120.4	C: 109.9	D: 102.3	E: 131.1	F: 85.7	G: 86.3	H: 97.8
COC(=O)C(CCC(=O)O)N1C(=O)c2ccccc2C1=O (stereo unspecified)
  A: 106.1	B: 105.9	C: ·	D: 96.6	E: 105.4	F: 94.0	G: 89.3	H: 97.2
CS(=O)(=O)Oc1ccc(Br)c2cccnc12
  A: 72.7	B: 81.1	C: 101.2	D: 101.7	E: 97.3	F: 87.0	G: 94.4	H: 92.2
COc1ccc2c(c1)/C(=C1/S/C(=N/c3nnc(C)s3)NC1=O)C(=O)N2Cc1ccc(Br)cc1
  A: 31.8	B: 26.6	C: 21.2	D: ·	E: 25.7	F: 20.7	G: 55.0	H: 34.8
COc1cc2c(c(OC)c1OC)CCC(c1cccc(C(=O)Nc3cccc(Cl)c3)c1)O2 (stereo unspecified)
  A: 64.2	B: 39.1	C: 37.8	D: 79.6	E: 8.4*	F: 30.4	G: 30.5	H: 38.2
Nc1nonc1-c1nc2ccccc2n1CC(=O)NCc1ccc(F)cc1
  A: ·	B: 123.3	C: 109.9	D: 114.8	E: 129.2	F: 98.2	G: ·	H: 86.9
COC(=O)c1cncn1Cc1ccccc1
  A: 105.4	B: 93.3	C: 92.0	D: 110.7	E: 88.6	F: 79.9	G: 88.1	H: 104.5
CC(C)[C@H](NS(=O)(=O)C1CCC(N=NC2CCC(N(C)C)CC2)CC1)C(=O)N[C@H](CCCNC(=O)CC(=O)Nc1ccccc1Oc1ncc(C(F)(F)F)cc1Cl)C(=O)NCCOCCOCC[C@H](O)N[C@H](CCNC(=O)c1ccc(N2CCN(Cc3ccc(Cl)cc3)CC2)c([N+](=O)[O-])c1)[C@H](O)NCCOCCOCC(=O)NC(CCCCNC(=O)CN1CCN(CC(=O)O)CCN(CC(=O)O)CCN(CC(=O)O)CC1)C(=O)O (stereo partly specified)
  A: 97.7	B: 91.2	C: 97.6	D: 99.8	E: 97.8	F: 97.8	G: 85.5	H: 103.9
COc1cc(-c2nc(SCC(=O)Nc3nc4ccc(C)cc4s3)[nH]c(=O)c2C#N)cc(OC)c1OC
  A: 95.6	B: 111.8	C: 110.5	D: 85.0	E: 80.6	F: 116.7	G: 92.8	H: 109.3
c1ccc(-c2ncnc3ccccc23)cc1
  A: 76.2	B: 100.1	C: 99.7	D: 101.9	E: 101.6	F: 86.2	G: 93.1	H: 101.2
CCOC(=O)[C@H](CCc1ccccc1)N[C@@H](C)C(=O)N1[C@H](C(=O)O)C[C@@H]2CCC[C@@H]21
  A: 90.3	B: 120.5	C: 112.1	D: 101.5	E: ·	F: 106.6	G: ·	H: 119.0
CC/C(=C/c1cccc(OC)c1OC)c1ccncc1
  A: 87.5	B: 75.4	C: 78.5	D: 95.8	E: 76.6	F: ·	G: 22.3	H: 80.4
O=C(O)CC1S/C(=N/N=C/c2nc3ccccc3s2)NC1=O (stereo unspecified)
  A: 54.7	B: 88.8	C: 93.0	D: 107.9	E: 136.3	F: 95.2	G: 79.8	H: 94.1
NCCNCc1ccncc1
  A: 99.2	B: 99.6	C: 99.0	D: 101.1	E: 90.5	F: 100.2	G: 94.9	H: 97.7
O=C(CCc1nnc(-c2cc(O)c(O)c(O)c2)o1)c1nc2ccccc2[nH]1
  A: 98.7	B: 98.7	C: ·	D: 81.3	E: 80.0	F: 94.1	G: 93.3	H: 95.9

Further results follow:
Field names: A = EKVX; B = RPMI-8226; C = CCRF-CEM; D = HOP-62; E = HOP-92; F = MOLT-4; G = SR; H = K-562
OC(CNC1CCCCC1)Cn1c2ccccc2c2ccccc21 (stereo unspecified)
  A: ·	B: 104.4	C: 99.1	D: 108.7	E: 137.7	F: 106.1	G: 100.3	H: 74.5
Nc1ccccc1C(=O)N/N=C/c1cccnc1
  A: ·	B: 95.7	C: ·	D: 102.6	E: 68.3	F: 101.4	G: 97.5	H: 100.3
O=C(CSc1oc(-c2ccccc2)nc1S(=O)(=O)c1ccccc1)c1ccc(Cl)cc1
  A: 91.5	B: 96.7	C: 108.1	D: 98.0	E: 49.9	F: 88.8	G: 97.4	H: 93.0
O=C1C=CN2CC=CCC2C1[C@H](O)c1ccc(Br)cc1 (stereo partly specified)
  A: 96.4	B: 108.2	C: 114.8	D: 100.2	E: 105.9	F: 101.2	G: 95.2	H: 105.8
C[C@H](NC(=O)C(C)(F)F)[C@H](Oc1ccc2c(cnn2-c2cccc(C(=O)NCCCCN)c2)c1)c1ccc2c(c1)OCCO2
  A: 53.5	B: 26.3	C: 52.4	D: 77.7	E: ·	F: 49.1	G: 78.8	H: 70.4
N=C(N)c1ccc(-c2ccc(-c3ccc(-c4cccs4)s3)s2)cc1
  A: 90.1	B: 61.0	C: -47.8*	D: 93.8	E: 54.6	F: 98.0	G: 81.6	H: 58.0
Oc1nc(NCc2ccccc2)sc1/C=C1\C=Nc2ncccc21
  A: 73.7	B: 87.1	C: 49.6	D: 56.1	E: 28.8	F: 52.4	G: 2.2*	H: 80.7
Cc1ccc(-c2oc(C=Nc3ccccc3)c([N+](=O)[O-])c2-c2ccc(C)cc2)cc1
  A: 86.3	B: 44.0	C: 29.2	D: 93.2	E: 79.6	F: 34.1	G: 53.3	H: 51.0
CCCCCCNc1cc(C)nc2ccc(OC)cc12
  A: 65.7	B: 34.4	C: 60.7	D: 73.1	E: 39.3	F: 50.4	G: 23.2	H: 21.0
COc1ccc(-c2cc(C(=O)N3N=C(c4ccccc4)CC3c3cc(-c4ccccc4)nn3-c3ccccc3)c3ccccc3n2)cc1 (stereo unspecified)
  A: 93.1	B: 101.0	C: 102.4	D: 91.4	E: 91.7	F: 91.7	G: 95.3	H: 101.3
CNC1C(OC2C(OC3C(O)C(O)C(N=C(N)N)C(O)C3N=C(N)N)OC(C)C2(O)/C=N/NC(N)=S)OC(CO)C(O)C1O (stereo unspecified)
  A: 96.3	B: 105.8	C: 104.5	D: ·	E: 67.0	F: 91.5	G: 86.3	H: 86.6
O=C(/C=C/C=C/c1ccc2c(c1)OCO2)N/N=C\c1ccc(O)cc1
  A: 90.8	B: 83.1	C: 67.6	D: 95.6	E: 109.8	F: 76.5	G: 36.0	H: 41.2
C(=C\c1ccccn1)/c1ccccn1
  A: 99.4	B: 98.1	C: 94.1	D: 116.0	E: 86.6	F: 244.0	G: ·	H: 184.7

Screens deposited in PubChem BioAssay by NCI.

The order is random. Share with any hit: about 13%.
